HT1080NT lethal = kills 2HG-producing HT-1080-NT fibrosarcoma cells | HT-1080-NT fibrosarcoma viability, CellTiter-Glo ATP luminescence, 48 h | Potency, µM (highest dose often 46.1 µM), for the others: top-dose activity, negative = less viability, usual class: cytotoxic | 360,000 compounds, 1.6% hits | AID 686970;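 further: NT is the 2HG producing partner of a matched IDH1 knockdown line; 0% = DMSO-treated cells and -100% = media-only wells without cells; nearly all actives have a fitted effect of over 55% in size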
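Luminescent CellTiter-Glo readout after 48 hours of compound exposure at 37 degrees C defined viability of HT-1080-NT cells. Activity was normalized to DMSO wells and cell-free media wells; concentration-response curves were fitted and assigned curve classes.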
GLP-1R agonist = activates the human GLP-1 receptor | Potency, µM (doses to about 45.6 µM), for inactives: at the top dose activation, hits mostly activators | HEK293 GLP-1R CRE-luciferase, luminescence, 4-6 h; cells express a hypersensitive GLP-1R form | 380,000 compounds, 0.007% hits | P43220; further: % of control where 0% means no effect
Target sequence (P43220 whole entry, looked up): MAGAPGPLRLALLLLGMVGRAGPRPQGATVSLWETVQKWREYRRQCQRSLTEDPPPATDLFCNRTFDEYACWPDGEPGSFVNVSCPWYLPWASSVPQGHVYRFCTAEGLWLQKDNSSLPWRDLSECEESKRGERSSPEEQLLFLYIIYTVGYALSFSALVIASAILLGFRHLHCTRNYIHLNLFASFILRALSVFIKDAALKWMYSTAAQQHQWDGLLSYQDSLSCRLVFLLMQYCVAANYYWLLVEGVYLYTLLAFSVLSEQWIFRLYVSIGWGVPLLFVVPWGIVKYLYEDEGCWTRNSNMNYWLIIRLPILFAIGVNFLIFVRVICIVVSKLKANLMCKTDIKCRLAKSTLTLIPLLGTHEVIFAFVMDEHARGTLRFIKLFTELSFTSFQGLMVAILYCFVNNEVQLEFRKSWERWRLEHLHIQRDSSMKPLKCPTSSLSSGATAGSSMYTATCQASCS
TDP43 rescue = rescues yeast growth from TDP-43 toxicity. TDP-43 expressing yeast growth rescue, BacTiter-Glo, 24 h. Potency, µM (doses to about 46.1 µM), inactives show top-dose growth rescue (activation), hits mostly activators. 410,000 compounds, 1.8% hits; further: % of control where 0% means no effect; nearly all actives have a fitted effect of over 50% in size
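Readout is BacTiter-Glo luminescence of cell growth, so inhibitors register as activators. TDP-43-expressing yeast at OD600=0.02 in galactose medium, after raffinose pregrowth to mid-log, were incubated with compound for 24 hr at 30 deg C.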
GLP1R inv ag = acts as inverse agonist at human GLP-1 receptor; P43220; HEK293 GLP-1R CRE-luciferase, luminescence, 24 h; GLP-1R form is constitutively active; Potency, µM (series often up to 38.3 µM), for the others: at the top dose activity change, negative = inhibition, hits mostly inhibitors; 410,000 compounds, 1.6% hits; AID 624417; further: on the % scale 0 is the no-effect control and ±100 the full control effect; nearly all actives have a fitted effect of over 55% in size
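Inverse agonists were sought by their lowering of basal cAMP reporter luciferase output in HEK293 cells stably carrying constitutively active human GLP-1R, after 24 h compound treatment.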
GLP1R cytotox = cytotoxicity counter-screen for GLP-1 receptor inverse agonists; HEK293 cAMP-luciferase reporter cells, luminescence, 24 h; Potency, µM (series often up to 38.3 µM), for inactives: at the top dose activity change, negative = inhibition, hits mostly inhibitors; 410,000 compounds, 0.13% hits; AID 624418;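 further: loss of luciferase light is scored as toxicity; on the % scale 0 is the no-effect control and ±100 the full control effect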
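Here, cytotoxicity is scored as loss of luminescence. The MLSMR collection was tested on cells seeded in medium containing 10% Nu serum, with a 24 hr compound exposure preceded by 12 hours of culture.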
SW480 rereplic = inducers of DNA re-replication in SW480 colon cancer cells | 340,000 compounds, 1.8% hits | AID 624297 | SW480 DNA re-replication, Hoechst DNA content imaging, 48 h | Potency, µM (titrated, usually from 46.1 µM), without a hit: at the top dose re-replication activation, hits mostly activators; further: % of control where 0% means no effect; nearly all actives have a fitted effect of over 55% in size
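Cells (250 per well) received 23 nL compound or DMSO by pin tool and were kept 48 hr at 37 C, 5% CO2. Nuclei were then stained with Hoechst for 40 min and scanned for DNA content.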
KB-V1 MDR tox = KB-V1 MDR subline cytotoxicity; KB-V1 MDR cells viability, CellTiter-Glo, 72 h; Potency, µM (series often up to 46.1 µM), without a hit: at the top dose activity change, negative = cytotoxicity, most hits filed as cytotoxic; 400,000 compounds, 3.4% hits; AID 1347076; further: on the % scale 0 is the no-effect control and ±100 the full control effect; nearly all actives have a fitted effect of over 60% in size
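qHTS viability screen in drug-selected KB-V1 MDR cells: 72 h compound treatment at 37 degrees C, ATP luminescence end point.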
KB-3-1 cytotox = kills parental KB-3-1 adenocarcinoma cells. 400,000 compounds, 1.4% hits. KB-3-1 viability, CellTiter-Glo ATP luminescence, 72 h. AID 1347075. Potency, µM (titrated, usually from 46.1 µM), for inactives: at the top dose activity change, negative = cytotoxic, usual class: cytotoxic; further: on the % scale 0 is the no-effect control and ±100 the full control effect; nearly all actives have a fitted effect of over 60% in size
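KB-3-1 cells, DMEM (no phenol red) + 10% FBS; compound by pin transfer, 72 h, 37 °C. Readout: CellTiter-Glo luminescence after 10 min. Data normalized, curve-fitted.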
HT1080 IDH1KD tx = kills HT-1080 cells with IDH1 knockdown; AID 686971; HT-1080 IDH1 knockdown viability, ATP luminescence, 48 h; 360,000 compounds, 2% hits; Potency, µM (highest dose often 46.1 µM), for the others: top-dose activity, negative = toxicity, most hits filed as cytotoxic;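 further: 0% = DMSO wells and -100% = cell-free medium wells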
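Cytotoxicity counter-line: IDH1KD HT-1080, 48 h, CellTiter-Glo. Curves classed by r2, magnitude and activity.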
* marks the source's active call; other numbers are inactive results; ? = inconclusive; . = not tested or not shown; [ ] = dose if it differs, or a comment. The call rests on the fitted dose curve; in most records, active means well fitted curve in the direction sought with a large enough effect; inconclusive means small, poorly fitted or top-dose-only effect, or another doubt; inactive means no such curve, though single readings can be large; an effect the other way counts as inactive or inconclusive. Potency means the concentration at half of the fitted maximal effect. Rows were taken by chance; overall some 9.4% were active at least once.

SMILES	HT1080NT lethal	GLP-1R agonist	TDP43 rescue	GLP1R inv ag	GLP1R cytotox	SW480 rereplic	KB-V1 MDR tox	KB-3-1 cytotox	HT1080 IDH1KD tx
COc1cc(CN2CCC(C(=O)N3CCCC(C)C3)CC2)cc(Br)c1O (centres undefined)	4%	-8%	-12%	4%	8%	-2%	-1%	10%	0%
O=C(COc1ccc(Br)cc1CO)Nc1ccc(S(=O)(=O)N2CCCCC2)cc1	-10%	-3%	2%	10µM*	-1%	-18%	-18%	-3%	-18%
Cc1cc(NC(=S)N(Cc2ccc(Cl)cc2)Cc2ccc(C(=O)O)cc2)ccc1Cl	-9%	0%	?	8.9µM*	-9%	0%	21%	-3%	-9%
O=C(Nc1ccc(C(=O)O)cc1)/C(=C\c1ccccc1)NC(=O)c1ccccc1	0%	4%	-28%	15%	-4%	-3%	0%	-3%	11%
N#CC(c1ccc(Cl)cc1)c1ccc2c(C(F)(F)F)cc(C(F)(F)F)nc2n1 (centres undefined)	10µM*	0%	-9%	7.1µM*	7.9µM*	?	?	?	15µM*
Cc1cc([N+](=O)[O-])nn1CC(=O)Nc1nccs1	-1%	-5%	-23%	9%	-7%	-3%	-11%	13%	0%
C=C1CCN([C@@H](CC(C)C)C(=O)NCc2ccc(Cl)c(Cl)c2)S(=O)(=O)c2ccccc21	?	-2%	-4%	11µM*	3%	4%	-12%	0%	-12%
CC(C)(C)C(=O)Nc1cccc(OC(F)(F)C(F)Cl)c1 (centres undefined)	-3%	2%	?	?	-4%	3%	1%	0%	-3%
Cc1ccc2[nH]c(=O)c(CN(Cc3ccc4c(c3)OCO4)Cc3nnnn3C3CCCC3)cc2c1	-2%	-2%	4%	10%	5%	?	18µM*	1%	-1%
O=C(NCCOc1nc(N2CCOCC2)nc(N2CCOCC2)n1)Nc1ccc(Cl)cc1	1%	-9%	-23%	0%	-8%	3%	-13%	12%	0%
COC(=O)C1=C(N)Oc2cc(C)n(CCCn3ccnc3)c(=O)c2C1c1ccc(Cl)cc1 (centres undefined)	-17%	-12%	-4%	-16%	6%	-2%	6%	0%	-2%
CC(=O)c1nn(-c2ccc(Cl)cc2)cc1C(=O)c1ccc(C)cc1	0%	9%	-6%	11%	10%	?	?	-20%	-3%
COc1ccc(-c2cc(C)no2)cc1S(=O)(=O)NCC(C)c1ccccc1 (centres undefined)	-17%	-3%	23%	?	2%	22%	-2%	?	-25%
COc1ccc(/C=c2\s/c(=C/C(=O)c3ccc(C)cc3)[nH]c2=O)cc1OC	-1%	24%	-6%	19%	21%	23%	-22%	-24%	-5%
CC1CCc2c(sc(NC(=O)Cn3nc(C(F)(F)F)c4c3CCCCC4)c2C#N)C1 (centres undefined)	9%	-2%	0%	1%	-16%	12%	-3%	-5%	26%
COc1ccc(C(=O)CCC(=O)Nc2cc(C)ccc2C)cc1	.	.	11µM*	-3%	-1%	.	-11%	-6%	.
CC1CCN(S(=O)(=O)c2ccc3c(c2)N(CC(=O)NC(C)c2ccccc2)C(=O)CO3)CC1 (centres undefined)	.	11%	-6%	-2%	3%	.	-28%	-1%	.
CC(C)C(C(=O)OCC(=O)c1ccc2c(c1)NC(=O)CO2)N1C(=O)c2ccccc2C1=O (centres undefined)	4%	-7%	-19%	-2%	-16%	-3%	3%	0%	12%
Cn1nc(C(=O)NCc2ccc(F)cc2)cc1C(=O)NCc1ccc(F)cc1	?	7%	16%	?	-3%	-1%	?	-3%	?
CCN(CC)c1ccc(NC(=O)c2c(C)noc2C)cc1	16%	0%	4%	-5%	-17%	-2%	0%	1%	?
CCCCOC(=O)c1c(C)oc2ccc(NS(=O)(=O)c3ccc4c5c(cccc35)C(=O)N4)cc12	-18%	4%	10%	9%	9%	9%	15µM*	?	-1%
COc1cccc(NC(=O)CN(C)CC(=O)Nc2ccc3c(c2)CCC3)c1	-15%	6%	26%	?	1%	-49%	-19%	3%	1%
COc1ccc(Cl)cc1NC(=O)C1CCCN(c2ncnc3c2nc2n3CCCCC2)C1 (centres undefined)	3%	-4%	14µM*	30%[activator]	-2%	-5%	-20%	-5%	13%
CC(=O)c1ccc(S(=O)(=O)NCc2nnnn2-c2ccccc2)cc1	8%	-5%	14%	11%	2%	0%	0%	2%	9%
CCCS(=O)(=O)c1nc(S(=O)(=O)c2ccc(C)cc2)c(N2CCCC(C)C2)s1 (centres undefined)	18%	0%	1%	13µM*	-4%	5%	?	-8%	-2%
CC1(C(=O)NS(=O)(=O)c2cccs2)CCN1C(=O)c1ccco1 (centres undefined)	2%	-6%	19%	21%	-4%	.	4%	0%	11%
CCOC(=O)CSc1nc2sc3c(c2c(=O)[nH]1)CC(C)(CC)OC3 (centres undefined)	-20%	-10%	-3%	3%	2%	5%	-1%	6%	-2%
CC(C)CCNC(=O)c1ccc2c(Cl)c3c(nc2c1)CCC3	-12%	7%	?	?	6%	1%	?	-2%	-12%
Cc1cccc(C)c1NC(=O)C1(C)CSCC(=O)N1Cc1cccs1 (centres undefined)	0%	.	4%	4%	1%	.	-22%	-1%	-1%
CC(=O)c1ccccc1Oc1cc(NN2CCCCC2)c([N+](=O)[O-])cc1[N+](=O)[O-]	0%	-5%	?	?	0%	-4%	?	2%	-6%
Cc1ccc(Cn2c(=N)c(C(=O)NC3CCCC3)cc3c(=O)n4ccccc4nc32)cc1	12%	1%	-2%	40%[activator]	63%[activator]	1.6µM*	-12%	-9%	20%
O=[N+]([O-])c1cccn2cc(-c3ccc(Br)cc3)nc12	-1%	-1%	16%	-13%[0.307 µM]	8%[0.307 µM]	4%	-24%	?	-7%
C=CCNC(=O)c1onc(CSc2ccccn2)c1C(=O)NCC=C	13%	0%	-1%	8%	2%	-34%[inhibitor]	37%	14%	2%
C=CCNC(=O)/C(C#N)=C/c1c(N(Cc2ccccc2)Cc2ccccc2)nc2ccccn2c1=O	-5%	7%	11%	?	?	20%	18µM*	-21%	-29%
CCc1c(O)nc(SCC(=O)Nc2c(C)cccc2C)n(-c2ccc(F)cc2)c1=O	3%	-4%	15%	1%	4%	.	13%	-3%	-1%
Cc1cc(C)nc(N2CCC(C(=O)NCCc3ccc(F)cc3)CC2)n1	1%	1%	0%	17%	20%	-9%	13µM*	-4%	0%
COc1cc2c(cc1OC)C(=NO)CCCC2	-4%	-4%	9%	61%[activator]	5%	.	11%	-8%	0%
O=C1CN(C(=O)COc2ccccc2)C(c2ccc(F)cc2)c2cc(Br)ccc2N1 (centres undefined)	.	.	29%	?	-11%	.	?	?	.
Cc1ccc(NC(=O)CSCC(=O)Nc2cccc3ncccc23)cc1	-6%	-12%	-5%	-32%	0%	16%	22%	-1%	-4%
COC(=O)Nc1sccc1C(=O)Nc1sccc1C(=O)OC	13%	7%	-6%	-22%	-15%	?	?	0%	6%

Given in CSV form: entries from further up
Compound,HT1080NT lethal,GLP-1R agonist,TDP43 rescue,GLP1R inv ag,GLP1R cytotox,SW480 rereplic,KB-V1 MDR tox,KB-3-1 cytotox,HT1080 IDH1KD tx
Cc1ccc2[nH]c(=O)c(CN(Cc3ccc4c(c3)OCO4)Cc3nnnn3C3CCCC3)cc2c1,-2%,-2%,4%,10%,5%,?,18µM*,1%,-1%
O=C(NCCOc1nc(N2CCOCC2)nc(N2CCOCC2)n1)Nc1ccc(Cl)cc1,1%,-9%,-23%,0%,-8%,3%,-13%,12%,0%

Later entries.
SMILES	HT1080NT lethal	GLP-1R agonist	TDP43 rescue	GLP1R inv ag	GLP1R cytotox	SW480 rereplic	KB-V1 MDR tox	KB-3-1 cytotox	HT1080 IDH1KD tx
CCn1nc(C)c(CN2CCC(Oc3ccc(C(=O)N4CCCC4)cc3)CC2)c1C	-10%	0%	4%	-20%	-12%	-4%	-4%	-23%	-1%
CN1CCN(C(=O)OC2CC3CC2[C@H]2CCCCN2C3=O)CC1 (some centres undefined)	20%	-1%	18%	22%	6%	.	16%	11%	10%
CC(C)NC(=O)CN(C(=O)CCC(=O)Nc1nccs1)c1ccc2c(c1)OCO2	-10%	3%	7%	9%	-2%	-5%	4%	-5%	0%
Cc1cccc(C)c1NC(=O)CN(C)C(C)C(=O)NCC(=O)Nc1ccc(F)c(F)c1F (centres undefined)	-1%	-1%	3%	1%	5%	-10%	-1%	9%	4%
CCOc1ccccc1C1C(C#N)=C(N)Nc2onc(-c3ccccc3)c21 (centres undefined)	0%	0%	-13%	18%	7%	-2%	1%	5%	-4%
O=C(c1ccc(N2CCOCC2)cc1)N1CCCC(Nc2ccccc2)C1 (centres undefined)	?	-1%	?	?	-5%	?	-39%	23%	-2%
Cc1ccc(N2C(=O)CC(Sc3cccs3)C2=O)cc1 (centres undefined)	4%	-5%	1%	8%	24%	-3%	14%	0%	-1%
COC(=O)c1[nH]c2ccccc2c1NC(=O)CN1CCCc2ccccc21	-17%	1%	?	?	-26%	3%	?	?	-28%
CCc1cc2c(=O)n(N)c(CCC(=O)O)nc2s1	-1%	4%	-8%	-16%	0%	-3%	4%	3%	0%
CN(C(=O)Cn1cnc2onc(-c3ccc(F)cc3)c2c1=O)c1ccccc1Cl	.	4%	7%	-2%	-7%	.	-10%	2%	.
CSc1nc(=S)n(-c2ccc([N+](=O)[O-])cc2)c(C)c1C(C)=O	4%	5%	-5%	18%	2%	-17%	1%	1%	18%
CCc1cc2ccc(C)cc2nc1SCC(=O)NNC(=O)c1ccco1	4%	10%	14%	-18%	-6%	-8%	?	30%	-1%

Sorted by length of the SMILES (largest number first): 4 of the compounds above.
SMILES	HT1080NT lethal	GLP-1R agonist	TDP43 rescue	GLP1R inv ag	GLP1R cytotox	SW480 rereplic	KB-V1 MDR tox	KB-3-1 cytotox	HT1080 IDH1KD tx
Cc1cccc(C)c1NC(=O)CN(C)C(C)C(=O)NCC(=O)Nc1ccc(F)c(F)c1F (centres undefined)	-1%	-1%	3%	1%	5%	-10%	-1%	9%	4%
CN(C(=O)Cn1cnc2onc(-c3ccc(F)cc3)c2c1=O)c1ccccc1Cl	.	4%	7%	-2%	-7%	.	-10%	2%	.
CCc1cc2ccc(C)cc2nc1SCC(=O)NNC(=O)c1ccco1	4%	10%	14%	-18%	-6%	-8%	?	30%	-1%
Cc1ccc(N2C(=O)CC(Sc3cccs3)C2=O)cc1 (centres undefined)	4%	-5%	1%	8%	24%	-3%	14%	0%	-1%
